NOD1 inhibition – inhibition of NOD1-driven NF-kB reporter – cell-based, luminescence, uHTS, primary screen (AID 1578). NOD1-driven NF-kB luciferase reporter cells, luminescence; higher % means a stronger effect. one-dose inhibition, % at 4 µM; EC50 in µM for titrated hits. actives 1% (n = 290,000); in the data active = inhibition mostly above about 36%, no sharp cut-off; inactive = mostly below about 34%;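 also: HEK-293T reporter cells stimulated with the NOD1 agonist gamma-tri-DAP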
West Nile antiviral – West Nile virus antiviral activity, cell-based, CPE readout (AID 1621); West Nile virus-infected cells, CPE inhibition; higher % means a stronger effect; CPE inhibition, % at 10 µM, or IC50 in µM where a hit was titrated; actives 0.02% (n = 290,000); in the data active = a potency from the dose series; also: strong numbers were not always called active
GPR55 antagonists – GPR55 antagonists blocking LPI-driven arrestin recruitment, primary screen, imaging, U2OS, beta-arrestin-GFP, LPI agonist (AID 2013); U2OS GPR55 beta-arrestin-GFP translocation imaging, LPI antagonism; higher % means a stronger effect; one-dose inhibition, % at 10 µM; IC50 in µM for titrated hits; actives 0.13% (n = 290,000);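 active = spots per cell inhibited over 60%, with over 100 cells counted and total cytoplasm intensity under 500,000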;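 also: U2OS cells stably carrying GPR55 and arrestin-GFP stimulated by 5 µM LPI near EC80; imaged beta-arrestin-GFP aggregate spots per cell after agonist stimulation; plate controls were LPI-stimulated DMSO wells for no effect and DMSO wells without LPI for full effect; some results filed as inactive read as strong as hits; confirmed hits need IC50 under 10 µM and bright autofluorescent wells are also inconclusive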
GPR35 antagonists – inhibition of zaprinast-stimulated GPR35 beta-arrestin translocation – imaging, U2OS, beta-arrestin-GFP, zaprinast agonist, primary screen (AID 2058); U2OS GPR35 beta-arrestin-GFP translocation imaging, zaprinast antagonism; higher % means a stronger effect; inhibition, % at 10 µM, or IC50 in µM where a hit was titrated; actives 0.052% (n = 290,000);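 active = inhibition of at least 50% with at least 30 cells and total cytoplasm GFP at most 10,000,000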
KOR beta-arrestin-1 – kappa opioid receptor activators – cell-based, luminescence, uHTS, primary screen (AID 1777) | KOR beta-arrestin recruitment, luminescence; higher % means a stronger effect | one-dose activation, % at 10 µM; EC50 in µM for titrated hits | actives 0.02% (n = 280,000); in the data active = activation above about 50%, passing the limit was not always enough; also: a part of the inactive calls stands beside numbers as strong as those of hits
GPR55 activation – selective activators of receptor GPR55 – imaging, U2OS cells, beta-arrestin-GFP redistribution, primary screen (AID 1961). actives 0.048% (n = 290,000). U2OS GPR55 beta-arrestin-GFP redistribution imaging; higher % means a stronger effect. one-dose activation, % at 10 µM; EC50 in µM for titrated hits;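 active = activation above 40% with more than 50 cells counted in the well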;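 also: U2OS osteosarcoma cells stably expressing GPR55 and beta-arrestin-GFP; plate controls were DMSO negative control for no effect and LPI positive control for full effect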
HIV fusion peptide – cell-free HIV fusion peptide-binding blockers – biochemical, uHTS, fluorescence dequenching, primary screen (AID 1986). cell-free peptide binding, fluorescence dequenching, 30 min; higher % means a stronger effect. one-dose inhibition, % at 20 µM; IC50 in µM for titrated hits. actives 0.3% (n = 290,000); in the data active = inhibition mostly above about 52%, no sharp cut-off; inactive = mostly below about 76%; also: some results filed as inactive read as strong as hits
KOR beta-arrestin-2 – kappa opioid receptor blockers – cell-based, luminescence, uHTS (AID 1778); KOR beta-arrestin recruitment, luminescence, antagonist mode; higher % means a stronger effect; inhibition, % at 10 µM; hits with a dose series show IC50 in µM; actives 0.091% (n = 290,000); in the data active = inhibition above about 50%; also: strong numbers were not always called active
NS5 inhibitors – flavivirus cap methylation enzyme inhibition – biochemical, confirmation dose response, primary screen (AID 588689) | Dengue-2 NS5 methyltransferase capping enzyme assay, biochemical; higher % means a stronger effect | one-dose inhibition, % at 25 µM; IC50 in µM for titrated hits | actives 0.3% (n = 340,000); in the data active = a potency from the dose series
The depositor's hits bear a star; nt = no result given; & = joins results of further samples.

Screens by letter: A = NOD1 inhibition; B = West Nile antiviral; C = GPR55 antagonists; D = GPR35 antagonists; E = KOR beta-arrestin-1; F = GPR55 activation; G = HIV fusion peptide; H = KOR beta-arrestin-2; I = NS5 inhibitors
SMILES: CCCC1(c2ccccc2)NC(=O)N(CC(=O)N(C)Cc2c(F)cccc2Cl)C1=O (stereo not drawn)
  A: 9.5%	B: -1.0%	C: 4.3%	D: -12.8%	E: -3.8%	F: -0.1%	G: 2.8%	H: -32.6%	I: -4.0%

SMILES: CCCC(=O)O[C@]1(C(=O)CCl)[C@@H](C)C[C@H]2[C@@H]3CCC4=CC(=O)C=C[C@]4(C)[C@@]3(F)C(=O)C[C@@]21C
  A: -6.7%	B: 0.0%	C: 7.9%	D: -11.1%	E: 0.2%	F: 0.1%	G: 0.0%	H: 17.8%	I: -0.8%

SMILES: CCCC(=O)O[C@]1(C(=O)COC(C)=O)CC[C@H]2[C@@H]3C[C@H](F)C4=CC(=O)C=C[C@]4(C)[C@@]3(F)[C@@H](O)C[C@@]21C
  A: -2.9%	B: -0.2%	C: 8.7%	D: 13.4%	E: 2.3%	F: -0.2%	G: 0.5%	H: -15.6%	I: 17.6%

SMILES: COc1ccc(-c2oc3c(CC=C(C)C)c(O[C@@H]4O[C@H](CO)[C@@H](O)[C@H](O)[C@H]4O)cc(O)c3c(=O)c2O[C@@H]2O[C@@H](C)[C@H](O)[C@@H](O)[C@H]2O)cc1
  A: -10.5%	B: 1.7%	C: 5.5%	D: -6.2%	E: -3.3%	F: -0.5%	G: -1.4%	H: -6.1%	I: nt

SMILES: CC1(C)O[C@@H]2C[C@H]3[C@@H]4C[C@H](F)C5=CC(=O)C=C[C@]5(C)[C@@]4(F)[C@@H](O)C[C@]3(C)[C@]2(C(=O)CO)O1
  A: 9.1%	B: -0.2%	C: 9.6%	D: -8.6%	E: -0.3%	F: -0.1%	G: 0.9%	H: -0.5%	I: -2.2%

SMILES: O=C(NC1CCN(CCc2c[nH]c3ccccc23)CC1)c1ccccc1
  A: -9.4%	B: -0.6%	C: 10.7%	D: 6.6%	E: -3.4%	F: 0.0%	G: -1.3%	H: 26.8%	I: -1.6%

SMILES: COc1cc(C2Oc3cc(C4Oc5cc(O)cc(O)c5C(=O)C4O)ccc3OC2CO)ccc1O (stereo not drawn)
  A: 14.6%	B: 0.5%	C: 8.7%	D: 13.6%	E: -1.2%	F: -0.1%	G: 3.6%	H: 25.3%	I: 0.0%

SMILES: CC(=O)Oc1ccc2c(C)cc(=O)oc2c1
  A: 2.7%	B: 0.5%	C: 9.4%	D: -1.7%	E: -0.8%	F: 0.2%	G: 0.0%	H: -27.2%	I: -2.8%

SMILES: CN[C@@H]1[C@H](O)[C@H](NC)[C@H]2O[C@@]3(O)C(=O)C[C@@H](C)O[C@H]3O[C@@H]2[C@H]1O
  A: -15.8%	B: -0.7%	C: 4.3%	D: 1.8%	E: -1.3%	F: -0.1%	G: 0.2%	H: -19.4%	I: 0.7%

SMILES: O=C(c1ccccn1)N(Cc1cccs1)C1(C(=O)NC2CCCCC2)CCCCC1
  A: -39.7%	B: -1.0%	C: 0.4%	D: 1.2%	E: 0.103µM*	F: -0.6%	G: -0.7%	H: nt	I: -2.2%

SMILES: O=C(O)c1cc(=O)c2ccccc2o1
  A: -24.6%	B: -0.1%	C: 22.0%	D: 7.3%	E: -2.6%	F: -0.1%	G: 0.0%	H: -4.0%	I: -1.6%

SMILES: O=C1NC(=S)S/C1=C\C=C\c1ccc([N+](=O)[O-])o1
  A: 39.6%*	B: -0.8%	C: -7.4%	D: -4.9%	E: 4.9%	F: -0.1%	G: 56.6%*	H: 15.3%	I: 25.4%

SMILES: CCCCN(CCCC)CCCOC(=O)c1ccc(N)cc1
  A: -9.5%	B: -0.5%	C: 5.4%	D: -6.4%	E: -1.5%	F: 0.2%	G: 5.5%	H: 27.6%	I: 8.1%

SMILES: CC(C)NNC(=O)c1ccncc1
  A: -33.1%	B: 0.5%	C: 8.1%	D: -9.9%	E: 0.9%	F: -0.2%	G: 2.5%	H: -16.4%	I: -3.7%

SMILES: N=c1nc(N2CCCCC2)cc(N)n1O
  A: -36.7%	B: 0.0%&-0.1%	C: 5.2%	D: -0.8%	E: 1.0%	F: -0.2%	G: -2.3%	H: -11.3%	I: -1.5%&-9.0%

Two compounds drawn at random from the list so far:
Screens by letter: A = NOD1 inhibition; B = West Nile antiviral; C = GPR55 antagonists; D = GPR35 antagonists; E = KOR beta-arrestin-1; F = GPR55 activation; G = HIV fusion peptide; H = KOR beta-arrestin-2; I = NS5 inhibitors
SMILES: N=c1nc(N2CCCCC2)cc(N)n1O
  A: -36.7%	B: 0.0%&-0.1%	C: 5.2%	D: -0.8%	E: 1.0%	F: -0.2%	G: -2.3%	H: -11.3%	I: -1.5%&-9.0%

SMILES: CC(=O)Oc1ccc2c(C)cc(=O)oc2c1
  A: 2.7%	B: 0.5%	C: 9.4%	D: -1.7%	E: -0.8%	F: 0.2%	G: 0.0%	H: -27.2%	I: -2.8%

Quoted from the listing:
`CCCC1(c2ccccc2)NC(=O)N(CC(=O)N(C)Cc2c(F)cccc2Cl)C1=O` (stereo not drawn) – KOR beta-arrestin-1 = -3.8%
`CC1(C)O[C@@H]2C[C@H]3[C@@H]4C[C@H](F)C5=CC(=O)C=C[C@]5(C)[C@@]4(F)[C@@H](O)C[C@]3(C)[C@]2(C(=O)CO)O1` – KOR beta-arrestin-1 = -0.3%

Further records.
Screens by letter: A = NOD1 inhibition; B = West Nile antiviral; C = GPR55 antagonists; D = GPR35 antagonists; E = KOR beta-arrestin-1; F = GPR55 activation; G = HIV fusion peptide; H = KOR beta-arrestin-2; I = NS5 inhibitors
SMILES: CN(C)S(=O)(=O)n1cc(/C=C(\NC(=O)c2ccccc2)C(=O)NCCCn2ccnc2)c2ccccc21
  A: 13.2%	B: 0.3%	C: 6.8%	D: 10.1%	E: -7.6%	F: 0.0%	G: -1.1%	H: 4.7%	I: 0.9%

SMILES: CCCCCCCCCCCCCCCC(O)C(N)CO (stereo not drawn)
  A: -46.7%	B: -1.2%	C: 13.2%	D: 12.4%	E: 4.9%	F: -0.2%	G: -3.3%	H: -48.4%	I: 0.8%

SMILES: C/C(=N\NC(=S)NCc1ccccc1)C1CCCCC1
  A: -10.6%	B: -0.2%	C: 8.5%	D: 3.3%	E: 0.7%	F: -0.4%	G: -1.3%	H: 39.2%	I: -1.5%

SMILES: COc1cc(N)c(Cl)cc1C(=O)N[C@@H]1CCN(CCCOc2ccc(F)cc2)C[C@@H]1OC
  A: -5.3%	B: -0.7%	C: -5.0%	D: 6.0%	E: -3.4%	F: -0.5%	G: -2.0%	H: 1.3%	I: nt

Screens from PubChem BioAssay.

Some of the compounds tested (hit frequency here may not be typical).
